NR2E3 ag-1: NR2E3 (human) agonism; AID 2300; 320,000 compounds, 0.12% hits; GST-NR2E3/biotin-RetCOR TR-FRET, 1536-well; Q9Y5X4; inhibition of corepressor binding, % at 4.78 µM;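 active = percent inhibition above the cutoff of mean plus 3 SD of all tested compounds, set per screening campaign, cut at about 20% in these data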;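 note: 0% = DMSO wells and 100% = biotin wells as full block of FRET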
Target sequence (Q9Y5X4 whole entry, looked up): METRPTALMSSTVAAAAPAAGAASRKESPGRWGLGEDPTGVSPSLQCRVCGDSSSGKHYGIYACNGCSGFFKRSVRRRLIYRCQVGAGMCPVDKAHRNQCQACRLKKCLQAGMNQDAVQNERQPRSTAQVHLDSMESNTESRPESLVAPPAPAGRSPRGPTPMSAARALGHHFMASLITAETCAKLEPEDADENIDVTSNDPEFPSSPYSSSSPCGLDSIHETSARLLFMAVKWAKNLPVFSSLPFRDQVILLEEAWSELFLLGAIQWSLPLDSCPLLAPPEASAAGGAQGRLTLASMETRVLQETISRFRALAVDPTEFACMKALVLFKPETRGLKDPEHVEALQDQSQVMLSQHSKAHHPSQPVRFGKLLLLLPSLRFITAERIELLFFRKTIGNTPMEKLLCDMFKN
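system = GST-tagged NR2E3 plus biotinylated RetCOR corepressor | input = 1.35 nM GST-NR2E3 | also added = 7 nM biotin-RetCOR | schedule = 5 h incubation at 4 °C | measured by = TR-FRET with europium anti-GST and streptavidin-D2, 340 nm excitation | read-out = percent loss of FRET ratio relative to control wells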
hiPSC survival: enhancers of human iPSC single-cell survival; hiPSC single-cell survival, ATPlite luminescence; 100% = ROCK inhibitor wells, 0% = DMSO; survival enhancement, % at 20 µM; 360,000 compounds, 0.044% hits; in the data active = survival enhancement above about 18%;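 note: cells exposed to compounds for 16 hours before the ATP read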
TRPM1 prom inh: reduces MITF-dependent TRPM1 promoter luciferase signal | SK-MEL-5 TRPM1 promoter luciferase, 24 h | inhibition, % at 12.5 µM | 330,000 compounds, 0.83% hits;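 active = mean inhibition across replicates of 60% or more, whatever share of single replicates reaches that level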; note: values of inactives mirror those of a sister screen read the other way
KKLEB cytotox: counter-screen for CF NF-kB inhibitors: cytotoxicity; KKLEB CF airway cells viability, ATPlite luminescence, overnight; active compounds read low; cells stimulated with P. aeruginosa culture filtrate; 360,000 compounds, 0.36% hits; AID 602141; activity change (cytotoxicity), % at 5 µM;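 active = corrected activity change at or below -50% at 5 µM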
NR2E3 ag-2: activates human NR2E3 receptor | AID 602229 | CHO-S Gal4-NCOR/VP16-NR2E3 two-hybrid, luciferase | 360,000 compounds, 0.35% hits | Q9Y5X4 | inhibition of corepressor binding, % at 3.98 µM;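 active = inhibition above the mean of all tested compounds plus 3 SD, cut at about 70% in these data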;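 note: 0% = DMSO with NR2E3 transfected cells and 100% = cells lacking NR2E3 construct; higher means lower luciferase signal from less NR2E3 corepressor binding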
CF NFkB inh: blocks PAF-induced NF-kB reporter in cystic fibrosis cells; KKLEB NF-kB-GFP reporter, GFP fluorescence overnight; inhibition, % at 5 µM; 360,000 compounds, 0.86% hits; AID 588850;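 active = at least 50% inhibition at 5 µM, scaled per plate between neutral and stimulator controls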;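 note: PAF is a Pseudomonas aeruginosa culture filtrate used as stimulus; plate controls were PAF-stimulated DMSO wells for no effect and unstimulated DMSO wells for full effect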
Peg3 prom inh: inhibitors of Peg3 promoter | HeLa PEG-Prom luciferase reporter, luminescence, overnight | inhibition, % at 20 µM | 360,000 compounds, 1.7% hits | AID 588405;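 active = inhibition of at least 50% at 20 µM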
TRAIL sens C8: sensitizes caspase-8 expressing cells to TRAIL; inhibition (viability loss, TRAIL sensitization), % at 10 µM; NB7+C8 cells + TRAIL, ATPlite viability luminescence; 360,000 compounds, 1% hits;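 active = compounds causing at least 50% loss of cell viability in the single-dose screen, relative to plate controls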
HIF-2a block: blocks HIF-2a reporter activity; AID 624352; inhibition, % at 18.8 µM; 786-0 RCC cells HIF-2a reporter, luciferase luminescence, overnight; 360,000 compounds, 0.72% hits;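 active = inhibition of the luminescence signal of 40% or more relative to plate controls, in a single-dose primary screen at 18.75 µM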
Shn3 3UTR inh: reduces Shn3 3'UTR luciferase signal in osteoblasts; Clone20 osteoblast Shn3 3'UTR firefly luciferase, 24 h; inhibition, % at 12.5 µM; 360,000 compounds, 0.52% hits;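 active = mean inhibition of at least 75% with every replicate also reaching 75%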;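 note: 0% = median of neutral control wells and 100% = pilot-screen positive control compound; some compounds past the cut are filed as inactive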
EBV LMP1 NFkB: Epstein-Barr LMP1 NF-kappaB reporter inhibition; 350,000 compounds, 0.69% hits; LMP1-induced NF-kappaB luciferase reporter cells, luminescence; inhibition, % at 12.5 µM; in the data active = inhibition above about 41%;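 note: 0% = neutral control wells and 100% = reference inhibitor control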
Active calls of the source: *; nt = not tested or not shown.

SMILES	NR2E3 ag-1	hiPSC survival	TRPM1 prom inh	KKLEB cytotox	NR2E3 ag-2	CF NFkB inh	Peg3 prom inh	TRAIL sens C8	HIF-2a block	Shn3 3UTR inh	EBV LMP1 NFkB
Cc1ccc(CN2CC(C(=O)Nc3nnc(SCc4c(Cl)cccc4Cl)s3)CC2=O)cc1 (centres undefined)	-1	0.6	-1	8	-17	-10	8	-8	7	-24	0
CC(C)COP(=O)(c1ccc(N(C)C)cc1)C(O)c1ccc(N(C)C)cc1 (centres undefined)	2	-0.5	14	-9	4	-5	25	4	14	-17	-1
CCCNC(=O)C(Cc1ccccc1C)NC(=O)c1ccc(C#N)cc1 (centres undefined)	3	-0.8	-2	-4	7	4	7	-17	11	-1	4
CCOc1ccc(CCNC(=O)c2cc(-c3ccccc3)c(N3CCOCC3)s2)cc1	3	-2.9	10	-1	-50	-4	-3	13	20	25	6
COc1ccc(C2N3CC4(C)CN2CC(C)(C3)C4O)cc1OC (centres undefined)	1	-2.4	-4	-5	-13	6	1	2	16	-3	0
CSCCC(NC(=O)COc1ccccc1)C(=O)N1CC(C)CC(C)C1 (centres undefined)	3	-0.2	0	-10	4	16	1	-26	0	2	-2
COC(=O)c1cn(NC(=O)C2CCC(C)CC2)c(=O)c2ccccc12 (centres undefined)	-3	-0.8	1	5	-19	3	4	-13	2	1	15
CC(C)C(=O)Nc1ccc(C(=O)NNC(=S)NC(=O)c2cccs2)cc1	0	0.7	7	8	-5	-3	7	1	2	-10	25
O=C(c1ccc2nc(Cc3cccc(Cl)c3)oc2c1)N1CCOCC1	1	0.8	-95	-10	-124	-1	-211	5	-215	-140	-17
O=S(=O)(c1ccccc1)N1c2cc(Cl)ccc2Oc2nc3ccccc3nc21	-2	2.9	13	2	-26	-1	-89	6	-45	-6	1

Structural class, those above containing two or more sulfur atoms (2)
SMILES	NR2E3 ag-1	hiPSC survival	TRPM1 prom inh	KKLEB cytotox	NR2E3 ag-2	CF NFkB inh	Peg3 prom inh	TRAIL sens C8	HIF-2a block	Shn3 3UTR inh	EBV LMP1 NFkB
Cc1ccc(CN2CC(C(=O)Nc3nnc(SCc4c(Cl)cccc4Cl)s3)CC2=O)cc1 (centres undefined)	-1	0.6	-1	8	-17	-10	8	-8	7	-24	0
CC(C)C(=O)Nc1ccc(C(=O)NNC(=S)NC(=O)c2cccs2)cc1	0	0.7	7	8	-5	-3	7	1	2	-10	25

Further compounds.
SMILES	NR2E3 ag-1	hiPSC survival	TRPM1 prom inh	KKLEB cytotox	NR2E3 ag-2	CF NFkB inh	Peg3 prom inh	TRAIL sens C8	HIF-2a block	Shn3 3UTR inh	EBV LMP1 NFkB
COc1ccccc1Cc1c(-c2ccc(C#N)cc2)nc2ccc(Br)cn12	nt	0.2	nt	-10	-74	-18	-70	-9	-117	4	nt
Cc1cc(C)c(NC(=O)CN2C(=O)NC3(CCCCC3)C2=O)c(C)c1	0	-1.5	-2	9	3	-15	7	-11	10	0	6
O=C(COc1ccc(Cl)cc1Cl)Nc1nc2n(n1)C(c1ccccc1)CC(=O)N2 (centres undefined)	-2	-0.6	0	6	-28	-18	12	13	-19	0	2
O=C(NNC(=O)c1cccs1)c1ccc(Br)o1	4	0.5	0	-4	-11	-3	5	1	6	-18	1
Cc1ccc(-n2c(C)cc(-c3csc(N)n3)c2C)cc1	2	0.1	56	18	-8	7	-42	3	7	-19	6
O=C(NCC1CC1)c1ccc2nc([C@@H]3O[C@H](CO)[C@H](O)[C@H](O)[C@H]3O)[nH]c2c1	nt	1.4	nt	10	5	-10	-2	-12	14	-18	nt
Cc1ccc(S(=O)(=O)N(CC(=O)Nc2cccnc2)c2ccc(Br)cc2)cc1	2	0.3	13	8	2	-17	33	-11	13	4	-10
CC(=O)Cc1nsc(NC(=O)c2ccc(-c3cc(Cl)ccc3Cl)o2)n1	4	0.4	7	-22	-1	21	0	13	-18	-1	-9
CCc1nc2sc(C(C)=O)c(N)c2c2c1CCCC2	5	2.3	nt	-5	-14	27	3	-5	11	15	nt
Cc1cc(C)cc(NC(=O)c2cc(C)n(Cc3cccs3)c2C)c1	-1	-0.8	-108	-34	-118	-18	-116	51*	-249	-99	-31

Only hiPSC survival, for two of the compounds above:
structure | hiPSC survival
COc1ccccc1Cc1c(-c2ccc(C#N)cc2)nc2ccc(Br)cn12 | 0.2
Cc1cc(C)cc(NC(=O)c2cc(C)n(Cc3cccs3)c2C)c1 | -0.8

Next records
SMILES	NR2E3 ag-1	hiPSC survival	TRPM1 prom inh	KKLEB cytotox	NR2E3 ag-2	CF NFkB inh	Peg3 prom inh	TRAIL sens C8	HIF-2a block	Shn3 3UTR inh	EBV LMP1 NFkB
CCC1(CC)SCCNC1=O	nt	-1.8	10	3	-2	-36	2	-7	7	-7	-12
CCOC(=O)c1ccc(COC(=O)CNC(=O)CNC(=O)Cc2ccccc2)cc1	0	-0.4	-12	20	-30	-13	0	-7	-1	4	-12
Cc1ccc(-n2ncc3c(=O)n(-c4ccc(C)c(C)c4)c(-c4ccco4)nc32)cc1	2	2.7	12	-7	-25	2	18	8	-1	6	-12
CN(C)S(=O)(=O)c1cccc(NC(=O)CN2C(=O)NC3(CCc4ccccc4C3)C2=O)c1 (centres undefined)	4	0.0	6	14	-1	-8	-11	-5	5	-2	1
Cc1ccc(C)c(OCc2cc(C(=O)N(C)Cc3ccccn3)no2)c1	-3	-0.4	-43	6	-25	5	-66	-7	-124	-26	-5
CC(=O)c1ccc(OCCOc2ccc(Cl)c3cccnc23)cc1	0	-2.9	1	9	28	11	6	-8	6	-13	-1
O=C1CCNCCN1[C@H](CO)Cc1ccccc1	2	-2.2	-8	3	-33	-3	4	-11	2	-3	0
COC(=O)c1ccc(NC(=O)CCCN2C(=O)NC(C)(C)C2=O)cc1	nt	2.8	-4	10	-10	-8	-18	-5	9	-3	-4
CCCNC(=O)[C@H](C)NC(=O)c1ccc(Br)cc1	2	2.9	9	7	-12	3	10	1	16	21	1
CC(=O)Oc1c(C(C)C)cc(N(C(C)=O)c2ccccc2)cc1C(C)C	-2	-0.1	8	-5	-1	3	16	9	21	8	2

Arranged by value in EBV LMP1 NFkB (ascending): some entries from above.
compound	NR2E3 ag-1	TRPM1 prom inh	NR2E3 ag-2	CF NFkB inh	Peg3 prom inh	HIF-2a block	Shn3 3UTR inh	EBV LMP1 NFkB
CCC1(CC)SCCNC1=O	nt	10	-2	-36	2	7	-7	-12
Cc1ccc(C)c(OCc2cc(C(=O)N(C)Cc3ccccn3)no2)c1	-3	-43	-25	5	-66	-124	-26	-5
CCCNC(=O)[C@H](C)NC(=O)c1ccc(Br)cc1	2	9	-12	3	10	16	21	1

Later entries.
SMILES	NR2E3 ag-1	hiPSC survival	TRPM1 prom inh	KKLEB cytotox	NR2E3 ag-2	CF NFkB inh	Peg3 prom inh	TRAIL sens C8	HIF-2a block	Shn3 3UTR inh	EBV LMP1 NFkB
Cc1cccc(C(=O)NCC(=O)OCC(=O)N(C)CC(=O)Nc2ccc(F)cc2)c1	1	0.2	8	9	8	-5	0	7	11	-5	-4
Cc1cccc(NC(=O)C2CCN(S(=O)(=O)c3cccc4nsnc34)CC2)n1	-2	0.0	4	-1	8	-7	15	-2	16	-2	0
CCN(C(=O)COC(=O)CNS(=O)(=O)c1ccc(SC)c([N+](=O)[O-])c1)C1CCCCC1	1	0.8	2	-3	-2	4	6	2	20	-3	-3
O=C(CN1CCN(CC(=O)Nc2ccccc2Cl)CC1)Nc1ccc2c(c1)OCCO2	-2	5.7	-6	-1	-13	-3	10	2	-4	-9	-13
COc1cc(C(=O)OCC(C)=O)ccc1OCc1c(C)noc1C	nt	0.9	15	2	-7	-10	26	10	16	8	1
CCCn1c(=O)c2ccccc2n2c(SCc3cc(=O)oc4ccc5ccccc5c34)nnc12	-3	2.9	7	-13	-19	-12	14	-10	19	12	3
COc1ccc(C(=O)N(C)[C@H]2C[C@H]3c4[nH]c5ccccc5c4CCN3C[C@H]2[C@H](C)O)cc1	nt	0.3	nt	-2	-9	-22	10	3	8	-12	nt
CSc1ccc(CN(C)C(=O)COc2ccc(C(=O)c3ccccc3)cc2)cc1	0	-0.4	6	-3	-40	8	-23	-2	-15	-6	0
O=C(/C=C/Sc1ccccc1)c1ccc(Cl)cc1	2	-2.0	-41	-12	-104	-2	-16	17	-252	3	-56
Cc1[nH]c(=O)c(C(=O)c2cc(Cl)ccc2O)cc1C(=O)O	4	0.4	5	3	-25	-6	6	2	9	-14	9
O=C(c1ccco1)N1CCN(C2=NS(=O)(=O)c3ccccc32)CC1	-1	2.3	4	-3	-22	9	7	-26	10	-4	2
COc1cc(OC)cc(C(=O)N[C@H](C(=O)NC2CCCc3ccccc32)C(C)C)c1 (some centres undefined)	nt	-0.8	1	3	-13	-5	27	14	13	27	1
COc1ccc(-c2ccc(-c3nc4c(c(=O)[nH]c(=O)n4Cc4ccccc4)n3C)o2)c([N+](=O)[O-])c1	-1	3.1	6	-37	-6	21	57*	13	3	-1	1
CCc1nnc(NC(=O)c2ccc3ncsc3c2)s1	0	0.0	-40	-4	-79	-14	-128	0	-142	-75	-13
CSC1=C(C#N)C(c2ccc(C)s2)CC(=O)N1 (centres undefined)	3	4.1	0	-25	-4	3	8	-17	-7	-20	-7
COc1ccc(-n2c(C)cc(/C=C3/SC(=S)N(C)C3=O)c2C)cc1	1	-2.4	-54	6	-18	-18	-254	10	-121	11	-3
CCNC(=S)N(CCc1c(C)[nH]c2ccccc12)Cc1cccnc1	1	-0.3	-1	8	0	-3	20	12	9	8	1
CC(=O)Nc1ccc2c(c1)C(=Nc1ccc(C)cc1)c1ccccc1-2	nt	-0.2	-32	-8	-59	-43	-67	4	-83	18	1
CCOc1ccc(-n2c(SCC(=O)NC(C)CC)nc3n[nH]c(C)c3c2=N)cc1 (centres undefined)	2	-1.2	18	4	31	-13	24	6	17	12	5
CC1CCN(S(=O)(=O)c2ccc(C(=O)N3CCCC(C(F)(F)F)C3)cc2)CC1 (centres undefined)	5	0.6	10	-6	9	-20	19	2	7	12	0
COc1ccc(C2(C)CC(C)(C)Nc3ccccc32)cc1 (centres undefined)	-2	-0.3	-7	1	-19	-13	21	2	17	20	9
O=C(NS(=O)(=O)Oc1ccc(Cl)cc1)OC[C@@H]1CCCN2CCCC[C@H]12	6	2.2	-1	-3	2	9	4	6	17	2	6

Compound activity from PubChem BioAssay.

Not all compounds are listed (hit frequency here may not be typical).
